Screens from PubChem BioAssay.
PPARg SRC2 recr = agonists of PPARg-SRC-2 recruitment, primary screen, biochemical, HTS | PPARgamma LBD-SRC-2 recruitment | AID 1032, 2008 | Peroxisome proliferator-activated receptor gamma (Homo sapiens), P37231 | 0.34% of 200,000 active | activation, % at 8 µM; in the data active means activation above about 22%;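 further: 0% = vehicle and 100% = reference agonist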
STAT3 inh = IL-6 driven STAT3 reporter inhibitors, primary screen, U3A cells, luciferase, luminescence, MLSCN library; AID 862, 2007; inhibition, % at 5.5 µM; IL-6 STAT3-luciferase reporter; host cell line lacks STAT1; 0.89% of 190,000 active;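 active means inhibition above the mean inhibition across all screened compounds plus 3 SD, cut at about 44% in these data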;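 further: 0% = DMSO only wells and 100% = 100 µM nifuroxazide control wells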
TLR4-MyD88 BLA = inhibitors of TLR4-MyD88 association in cells, primary screen, cell-based, HeLa CL3-4, BLA complementation, FRET ratio; AID 861, 2007; Toll-like receptor 4 (Homo sapiens) + Myeloid differentiation primary response protein …; 0.18% of 200,000 active; inhibition, % at 8.4 µM; HeLa CL3-4 TLR4/MyD88 BLA complementation; in the data active means inhibition above about 25%;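 further: 0% = vehicle and 100% = reference inhibitor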
Target sequence (O00206 whole entry, looked up): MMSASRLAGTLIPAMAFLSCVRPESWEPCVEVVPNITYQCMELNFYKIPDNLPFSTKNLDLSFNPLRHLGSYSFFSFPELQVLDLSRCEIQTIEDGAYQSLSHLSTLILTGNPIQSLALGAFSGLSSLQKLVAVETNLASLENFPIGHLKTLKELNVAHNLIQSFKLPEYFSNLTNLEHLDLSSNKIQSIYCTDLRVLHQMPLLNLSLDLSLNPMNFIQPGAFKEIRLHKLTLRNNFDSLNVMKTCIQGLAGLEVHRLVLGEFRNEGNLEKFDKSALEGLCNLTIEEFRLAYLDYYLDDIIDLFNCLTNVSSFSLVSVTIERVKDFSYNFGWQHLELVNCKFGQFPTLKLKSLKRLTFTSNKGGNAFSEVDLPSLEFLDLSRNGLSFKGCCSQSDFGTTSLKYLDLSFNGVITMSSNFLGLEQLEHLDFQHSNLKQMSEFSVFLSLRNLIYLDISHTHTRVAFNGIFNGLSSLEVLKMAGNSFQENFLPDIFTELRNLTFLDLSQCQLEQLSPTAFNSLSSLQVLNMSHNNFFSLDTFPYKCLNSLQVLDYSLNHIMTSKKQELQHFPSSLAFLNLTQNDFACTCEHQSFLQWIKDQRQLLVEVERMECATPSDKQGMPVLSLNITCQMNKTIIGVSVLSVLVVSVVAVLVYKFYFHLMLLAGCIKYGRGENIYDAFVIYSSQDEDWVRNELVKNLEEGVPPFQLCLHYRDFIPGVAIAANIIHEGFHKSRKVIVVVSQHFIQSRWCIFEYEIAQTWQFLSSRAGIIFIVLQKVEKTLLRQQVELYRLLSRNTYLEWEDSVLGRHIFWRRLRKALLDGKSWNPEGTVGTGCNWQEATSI
Target sequence (Q99836 whole entry, looked up): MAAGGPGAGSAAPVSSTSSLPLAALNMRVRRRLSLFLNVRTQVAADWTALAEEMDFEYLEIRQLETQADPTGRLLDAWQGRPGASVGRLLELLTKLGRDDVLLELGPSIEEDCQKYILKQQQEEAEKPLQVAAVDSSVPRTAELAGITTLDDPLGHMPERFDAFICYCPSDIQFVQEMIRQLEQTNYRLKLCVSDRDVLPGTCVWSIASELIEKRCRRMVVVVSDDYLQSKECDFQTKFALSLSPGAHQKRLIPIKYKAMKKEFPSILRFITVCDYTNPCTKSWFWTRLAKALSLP
RAM inhibit = inhibitors of the yeast RAM network, primary screen, dse1pr::URA3 reporter, 5-FOA selection. S. cerevisiae dse1pr::URA3 reporter, 5-FOA growth OD615, 2 d; analog-sensitive cbk1-as2 kinase mutant strain. inhibition, % at 50 µM. 1.8% of 190,000 active;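 active means inhibition above a set limit, 3 SD over mean compound inhibition, cut at about 8.4% in these data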;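 further: 0% = DMSO-only wells with no growth and 100% = 10 µM 1-NA-PP1 full growth; inhibition rescues growth on 5-FOA so higher OD means more RAM inhibition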
STAT1 inh = STAT1 signaling inhibitors, primary screen, cell-based, HTS, luciferase reporter; NIH 3T3 STAT1-luciferase reporter, IFN-gamma, luminescence; inhibition, % at 5.5 µM; 0.35% of 200,000 active;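 active means inhibition above a set limit, the mean inhibition across all tested compounds plus 3 SD, cut at about 34% in these data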;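 further: 0% = IFN-gamma with DMSO and 100% = IFN-gamma with 300 µM nifuroxazide; values of inactives mirror those of a sister screen read the other way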
PPARg SRC3 recr = PPARgamma agonists recruiting SRC-3 coactivator, primary screen, biochemical | Peroxisome proliferator-activated receptor gamma (Homo sapiens), P37231 | biochemical PPARgamma/SRC-3 coactivator recruitment assay | activation, % at 8 µM | 0.26% of 200,000 active | AID 731, 2007; in the data active means activation above about 23%;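 further: 0% = DMSO and 100% = reference agonist; some compounds past the cut are filed as inactive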
ROMK primary = ROMK potassium channel modulators, primary screen, cell-based, thallium flux, MLSMR library; ATP-sensitive inward rectifier potassium channel 1 (Homo sapiens), P48048; Tet-inducible ROMK, thallium flux fluorescence; actives lie on both sides; B-score at 10 µM; 2% of 130,000 active; AID 1918, 2009;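 active means signal ratio slope over the read window, or its plate-corrected B-score, at least 3 SD from the plate mean, either direction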;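 further: B-score of the F/F0 ratio slope over 7 to 12 s after thallium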
PPARg SRC-1 ag = PPARgamma agonists recruiting SRC-1 coactivator, primary screen, biochemical; 0.41% of 200,000 active; Peroxisome proliferator-activated receptor gamma (Homo sapiens), P37231; PPARgamma-SRC-1 coactivator recruitment biochemical assay; activation, % at 8 µM; in the data active means activation above about 19%;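 further: 0% = DMSO and 100% = reference agonist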
STAT3 act = IL-6 driven STAT3 reporter potentiators, primary screen, U3A cells, luciferase, luminescence, MLSCN library; IL-6 STAT3-luciferase reporter; 100% = signal with IL-6 EC80 alone; activation (% of control), % at 5.6 µM; 0.91% of 190,000 active;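 active means activation above the screen-wide mean of compound activation plus 3 SD, cut at about 130% in these data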;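 further: 0% = background luminescence of wells with medium and substrate only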
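Test system: STAT3-luciferase reporter U3A cells; Detection: reporter luminescence signal; Times: 1 h compound pre-exposure, 6 h IL-6 stimulation, 37 °C; Benchmarks: IL-6-only high control; Also added: IL-6 stimulus at 33 ng/mL final.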
S1P3 antagonist = S1P3 receptor antagonists, primary screen, cell-based | 0.27% of 170,000 active | CHO S1P3 NFAT-BLA reporter, FRET fluorescence, antagonist mode | Sphingosine 1-phosphate receptor 3 (Homo sapiens), Q99500 | inhibition, % at 4.98 µM;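 active means inhibition above the plate cutoff, the mean inhibition of test wells on that plate plus 3 SD, cut at about 28% in these data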;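 further: cells challenged with S1P at its EC80 of 0.8 µM; blue over green emission ratio from cleaved BLA substrate after 4 h stimulation; 0% = S1P-stimulated wells and 100% = unstimulated DMSO-only wells; some compounds past the cut are filed as inactive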
TR-FRET SRC-2 ct = TR-FRET signal artefacts, primary screen, artefact control for PPARgamma SRC-2 agonist project, biochemical; AID 1049, 2008; TR-FRET ratio at 8 µM; TR-FRET artefact counter-screen; stronger effect = higher value; 0.4% of 200,000 active; in the data active means TR-FRET ratio above about 2000; further: inactives centre near 1500
* hit, by the source's call; . = no result given.

compound,PPARg SRC2 recr,STAT3 inh,TLR4-MyD88 BLA,RAM inhibit,STAT1 inh,PPARg SRC3 recr,ROMK primary,PPARg SRC-1 ag,STAT3 act,S1P3 antagonist,TR-FRET SRC-2 ct
Cc1onc(-c2c(F)cccc2Cl)c1C(=O)Nc1cccc(S(=O)(=O)NCc2ccco2)c1,9,20,-2,3.6,10,2,0.27,7,85,8,1638
COC(=O)C(CC(C)C)NC(=O)/C=C/c1ccccc1Cl (configuration not stated),-12,-4,11,0.4,-14,0,.,-1,105,-2,1495
CC(C)(C)C(=O)/C=C/Nc1ccccc1O,2,12,2,0.3,10,4,-0.065,9,88,.,1330
Cc1ccc(NC(=O)C(C)c2cccc(C(=O)c3ccccc3)c2)cc1 (configuration not stated),0,12,-7,1.6,9,9,.,6,97,.,1712
COC(=O)c1cc(=O)nc2sc3cc(OC)ccc3n12,14,-8,4,-0.5,-1,12,-0.59,6,110,.,1464
Cc1c(NC(=S)NC(=O)c2ccc(Br)o2)c(=O)n(-c2ccccc2)n1C,-1,5,-3,-1.0,-7,-4,.,-3,100,-10,1534
COc1ccc(OC)c(C(=O)CSc2nnc(-c3ccc(OC)c(OC)c3)o2)c1,1,4,1,10*,-2,-2,0.49,4,99,-67,1550
CCCOC(=O)CSc1nnc(-c2ccccc2Cl)o1,5,10,-10,3.0,3,-9,.,5,95,13,1461
O=C(c1ccccc1C(F)(F)F)N1CCN(S(=O)(=O)c2ccccc2)CC1,-7,2,-2,0.9,0,-5,-0.002,1,102,6,1302
c1ccc(CCc2nn3c(Cc4ccccc4)nnc3s2)cc1,2,6,2,0.4,0,13,.,6,100,-4,1584
Cc1ccc(-c2csc(N)n2)s1,9,-16,-3,2.8,-11,9,0.48,1,116,-12,1496
O=C(COC(=O)c1cc(=O)c2ccccc2o1)NC1CCCCC1,10,-5,-8,1.6,10,5,0.82,10,104,-11,1655
O=C(Oc1cccnc1)c1ccc(Cl)c(Cl)c1,-5,7,-4,-0.7,5,-2,-5.4*,-5,99,-58,1613
CC1=C(C(=O)OC(C)C)C(c2ccc(C)o2)NC(=O)N1 (configuration not stated),-1,-2,-6,3.2,-5,-11,.,-1,104,.,1610
C#Cc1ccc([C@@H]2C=C(C(=O)N3CCN(Cc4ccccc4)CC3)O[C@H](OCC)[C@H]2CCCO)cc1,2,.,-7,1.9,8,5,.,9,.,-14,1593
COc1ccc(N2CCN(C(=S)Nc3ccc(S(N)(=O)=O)cc3)CC2)cc1,-1,17,8,7.0,9,1,0.78,-3,88,6,1608
CCOC(=O)C(=O)NNc1ccc(C)cc1,1,-5,9,0.6,9,-3,.,2,100,9,1507
CCc1nnc(NC(=O)CSc2nc(SC)ns2)s1,4,9,-4,4.5,0,1,-0.085,-1,96,-3,1617
COc1ccc(NC(=O)c2oc3ccccc3c2NC(=O)c2ccco2)c(OC)c1,6,31,-3,1.8,4,5,-0.37,-1,77,28,1466
O=C1OC(/C=C/c2ccc(Cl)cc2Cl)=NC/1=C\c1cccs1,8,7,-6,9.5*,-1,-1,-2.9*,6,96,5,1614
CS(=O)(=O)Nc1ccc(C2=NN(S(C)(=O)=O)C(c3ccc4c(c3)OCO4)C2)cc1 (configuration not stated),-8,-16,-20,7.4,-49,-1,0.4,3,116,4,1526
c1ccc(OCc2nc(-c3ccccc3)no2)cc1,-8,6,-7,0.9,-46,2,.,-1,97,-13,1432
CC(C)OC(=O)CC(=O)CSc1nc2c(cc1C#N)CCCCC2,3,6,-1,0.7,-17,-8,.,2,98,.,1513
O=C(c1n[nH]c2ccccc12)N1CCCCC1,3,3,-2,2.6,-14,0,-0.023,6,99,4,1773
Cc1ccccc1-n1ccnc1SCC(=O)NCc1ccco1,-1,6,-2,0.1,-6,2,0.38,-2,97,-6,1508
Cc1cc(Cl)ccc1C(=O)C1CCCN(C(=O)c2cnsn2)C1 (configuration not stated),5,9,-2,0.3,2,4,-0.13,-3,97,8,1721
Cc1c(NC(=O)COc2cccc3c2OC(C)(C)C3)c(=O)n(-c2ccccc2)n1C,9,11,-1,1.6,10,2,1,6,100,-20,1545
O=c1[nH][nH]c(-c2ccccc2)c1C=Nc1ccc(OC(F)(F)F)cc1,3,5,-8,1.3,-5,-3,-0.88,-1,102,-6,1658
Cc1cc(Cl)c(S(=O)(=O)N2CCCCCC2)cc1OCC(=O)NC1CCCCC1,1,82*,9,1.7,10,-1,-1.5,-2,32,.,1421
Cc1cccc(C(=O)NC(=O)Nc2c(C)cc(C)nc2C)c1,4,10,6,1.9,-11,0,-0.33,3,97,12,1961
Cc1cc(C(=O)CN2CC(C)OC(C)C2)c(C)n1-c1ccccc1 (configuration not stated),0,0,-11,-1.2,-11,0,.,-1,100,45,1417
O=C(NCc1cccnc1)c1cccc(S(=O)(=O)N2CCOCC2)c1,8,7,5,2.7,-4,0,.,-2,97,9,1652
CCCCOc1cccc(-c2cc(C(=O)NNC(=S)NCC)c3ccccc3n2)c1,11,10,-6,4.2,-3,-2,.,-4,98,.,1441
CC(C)(C)n1c(=O)[nH]c2c(c1=O)CCC2,2,5,-10,0.7,2,-2,.,-1,101,-4,1446
COc1ccccc1OCCC(=O)NCc1ccc2c(c1)OCO2,-8,6,-4,0.4,8,0,0.25,2,103,5,1407
COc1ccc(-c2cc(C(F)(F)F)nc(N3CCN(C)CC3)n2)cc1,1,11,-3,1.2,1,1,0.53,4,93,.,1375
COc1c(C)cc(S(=O)(=O)N2CCOCC2)c(C)c1C,2,-2,-15,-0.6,-7,3,-1.1,2,103,-8,1732
CCCCOc1ccc(C2C3CN(C(=O)OCC)CC=C3C(C#N)=C(N)C2(C#N)C#N)cc1OC (configuration not stated),2,-10,6,3.6,4,3,-0.66,6,111,-18,1432
COc1cc2c(cc1OC)CN(CC(=O)NC(=O)NCc1ccco1)CC2,6,-8,7,-0.8,4,0,0.46,4,111,-3,1589
COc1ccc(C)cc1NC(=O)COC(=O)Cc1ccc(-c2ccccc2)cc1,-3,1,-13,9.6*,-2,7,.,4,98,1,1558
CCN(CC)CCNC(=O)Cn1c(-c2ccccn2)nc2ccccc21,-3,-1,15,1.4,3,3,1,-10,104,14,1474
CCCC(=O)N=C1SC2CS(=O)(=O)CC2N1c1ccc(C(C)=O)cc1 (configuration not stated),-8,-1,-3,0.1,2,-1,.,-5,106,-52,1445
CCN=C(NCC)SC1CC(=O)N(c2ccc(OCC)cc2)C1=O (configuration not stated),6,.,-6,0.9,-10,2,.,7,.,-23,1456
CCOc1cc(NC(=S)Nc2ccccc2OC)c(OCC)cc1NC(=O)c1ccccc1C,7,21,14,1.1,15,1,.,3,92,.,1737
COc1nc(-c2ccccc2)cc(-c2ccccc2)n1,-6,9,5,2.2,14,8,-0.47,6,95,29,1621
COc1ccc(C2=NOC(C(=O)Nc3c(C)n(C)n(-c4ccccc4)c3=O)C2)cc1 (configuration not stated),13,0,2,1.6,4,6,.,3,104,.,1532
Cc1ccccc1Nc1sc(C(=O)Nc2cccc(Cl)c2)c(N)c1C(N)=O,-7,-2,10,1.9,-4,0,.,1,101,15,1660
COc1ccc(NC(=O)CCN2CCN(S(=O)(=O)c3ccc(Cl)cc3)CC2)cc1,-6,-2,-4,1.3,1,-8,-0.16,-1,107,.,1426
O=C(N/N=C/c1cccnc1)C1CCCCC1,-1,-2,5,2.2,-6,-1,-0.44,-6,109,2,1499
C=CCn1cc(C(=O)NCc2cccnc2)c(=O)c2cc(S(=O)(=O)N(CC)CC)ccc21,9,6,-10,1.8,15,12,.,-1,103,1,1787
Cc1noc(C)c1COc1cccc(C(=O)OC(C)C(=O)Nc2c(C)n(C)n(-c3ccccc3)c2=O)c1 (configuration not stated),-2,6,-3,-0.4,3,3,0.064,10,99,-8,1614
COCCn1c(C)cc(C(=O)CSc2nnc3scc(-c4ccc(Cl)cc4)n23)c1C,2,2,-10,.,-2,-5,.,4,102,-11,1457
COc1cnc(SCc2ccc(Cl)cc2)nc1Cl,12,3,-5,-0.3,-23,9,.,-1,102,.,1517
COc1ccc(C2/C(=C(\O)c3cccc(OC)c3)C(=O)C(=O)N2c2ccccn2)cc1 (configuration not stated),-3,9,-6,6.4,-2,7,.,1,100,.,1594
Cc1ccn2c(-c3n[nH]c(=S)n3Cc3ccccc3)c(C)nc2c1,2,-4,-20,1.3,11,3,0.31,6,108,-5,1479
COc1cccc(N2CCN(C(=O)CCn3c(=S)[nH]c4cc5c(cc4c3=O)OCO5)CC2)c1,-6,13,10,5.6,2,-12,0.56,3,93,.,1698
O=C(Cn1nnc(-c2cccc(C(F)(F)F)c2)n1)NC(=O)NCc1ccco1,5,-8,-7,2.9,3,8,.,1,106,-7,1640
O=C(NCCSc1c[nH]c2ccccc12)c1ccc2c(c1)OCO2,3,8,5,0.7,-2,2,-0.26,3,95,8,1719
O=C(N/C(=C\c1ccc(-c2ccccc2)o1)C(=O)N1CCOCC1)c1ccccc1,9,21,-4,-0.1,12,6,-3*,2,84,-4,1720
CCOC(=O)C1=C(C)N=C2c3ccccc3C(=O)C2C1c1ccc(Cl)cc1 (configuration not stated),4,3,-12,2.1,1,11,-0.23,4,104,.,1501
Fc1cccc(Cl)c1CSc1ccc2nnc(-c3ccccn3)n2n1,-7,15,3,2.6,-3,-5,.,-4,88,-18,1460
COC(=O)c1ccccc1NC(=O)c1cccc(NC(=O)C(C)C)c1,5,30,4,2.0,-4,1,-0.21,-1,77,-5,1600
CCOC(CCNC(=O)c1cn(-c2cccc(C)n2)cn1)OCC,-2,13,9,3.8,4,1,.,-6,98,.,1501
